Screens deposited in PubChem BioAssay by The Scripps Research Institute Molecular Screening Center.
MITF primary: MITF inhibitors, primary screen, biochemical, AlphaScreen, human; AlphaScreen MITF homodimerization, bead proximity signal; inhibition, % at 2.6 µM; 650,000 compounds, 0.91% hits; in the data active means inhibition above about 50%;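 further: 0% = vehicle wells with protein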
Target sequence (O75030 whole entry, looked up): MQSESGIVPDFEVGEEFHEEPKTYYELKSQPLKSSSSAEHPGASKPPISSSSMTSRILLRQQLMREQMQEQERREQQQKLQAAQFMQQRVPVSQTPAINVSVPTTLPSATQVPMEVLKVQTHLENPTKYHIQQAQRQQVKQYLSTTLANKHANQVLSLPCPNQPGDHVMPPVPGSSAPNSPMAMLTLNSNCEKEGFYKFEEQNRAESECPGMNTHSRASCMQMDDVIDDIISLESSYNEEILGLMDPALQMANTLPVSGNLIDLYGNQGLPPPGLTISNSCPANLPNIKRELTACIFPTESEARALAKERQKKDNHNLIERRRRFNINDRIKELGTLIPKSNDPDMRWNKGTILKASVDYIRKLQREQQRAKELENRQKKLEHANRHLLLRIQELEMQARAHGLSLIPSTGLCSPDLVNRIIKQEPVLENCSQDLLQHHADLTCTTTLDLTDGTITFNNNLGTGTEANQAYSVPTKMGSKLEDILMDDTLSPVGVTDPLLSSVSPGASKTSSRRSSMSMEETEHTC
TEAD-YAP inh: TEAD-YAP interaction inhibition, primary screen, TEAD-YAP interaction inhibitor project, luminescence, HEK-TIYL cells. TEAD-Gal4/YAP UAS-luciferase luminescence. inhibition, % at 9.12 µM. 640,000 compounds, 1.4% hits. AID 1259422, 2018; in the data active means inhibition above about 32%;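 further: 0% = median of test compound wells and 100% = reference inhibitor wells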
FBW7 activator: FBW7 E3 ligase activators, primary screen, biochemical, AlphaScreen, human; F-box/WD repeat-containing protein 7 (Homo sapiens), Q969H0; AlphaScreen FBW7–phospho-cyclin E peptide binding, activator screen; normalized activity (activation), % at 26.1 µM; 650,000 compounds, 0.13% hits; AID 1259310, 2017; in the data active means normalized activity above about 1.9%;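 further: purified mutant Fbw7 with reduced substrate affinity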
GPR151 ag: activators of human GPR151, primary screen, cell-based, PathHunter beta-arrestin, luminescence; PathHunter beta-arrestin GPR151 cells; activation, % at 11.2 µM; 650,000 compounds, 1% hits; in the data active means activation above about 4.9%;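 further: 0% = median of compound wells and 100% = cells with positive control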
Target sequence (Q8TDV0 whole entry, looked up): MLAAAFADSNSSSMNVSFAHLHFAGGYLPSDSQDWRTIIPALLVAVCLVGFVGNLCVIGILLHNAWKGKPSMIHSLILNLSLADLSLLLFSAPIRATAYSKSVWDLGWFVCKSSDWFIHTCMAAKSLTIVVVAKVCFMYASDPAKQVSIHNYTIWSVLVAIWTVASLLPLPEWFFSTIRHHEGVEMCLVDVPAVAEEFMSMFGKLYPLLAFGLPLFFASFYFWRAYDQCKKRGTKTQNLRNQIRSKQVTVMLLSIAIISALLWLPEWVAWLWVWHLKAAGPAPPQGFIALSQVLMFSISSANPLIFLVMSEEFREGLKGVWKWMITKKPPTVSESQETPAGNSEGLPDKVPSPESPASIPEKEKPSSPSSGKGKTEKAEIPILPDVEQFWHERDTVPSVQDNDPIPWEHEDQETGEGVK
The depositor's hits bear a star; / = no result given. Only part of the results is shown; the hit share may differ from the screen's.

molecule	MITF primary	TEAD-YAP inh	FBW7 activator	GPR151 ag
O=C1CCO1	-1	10	0.0	0.4
CCc1nc2ccccc2c(=O)n1-c1ccccc1C	9	-2	0.2	-0.2
CC1(C)C2CCC1(C)C(NCC(O)c1ccccc1)C2 (stereo not drawn)	37	-4	-0.1	1.7
O=[N+]([O-])c1ccc(NCCc2c[nH]c3ccccc23)c2ccncc12	8	5	0.1	1.4
COc1ccc(Cl)cc1-n1c(/C=C/c2cccc(F)c2)nc2ccccc2c1=O	12	7	0.2	3.5
CC(C)N1CCN(Cc2cc3c(cc2Cl)OCO3)CC1CCO (stereo not drawn)	-2	-6	0.0	1.4
CCCCCn1c(=O)c(C(=O)NCc2ccco2)c(O)c2ccccc21	16	-4	0.4	0.3
COCCCNc1cnn(C23CC4CC(CC(C4)C2C(=O)O)C3)c(=O)c1Cl (stereo not drawn)	16	-7	-0.1	-0.6
Cc1cc(N2CCN(C)CC2)nc(N)n1	14	12	1.5	-1.6
CCOP(=S)(OCC)SCC(=O)NC(C)(CC)C(=O)O (stereo not drawn)	-2	0	-0.1	1.2
COCCCNC(=O)c1c(Cc2ccccc2C)n(Cc2ccccn2)c(C)cc1=O	-5	1	0.0	-0.3
Cc1[nH]c2ccccc2c1CCNCc1cccc(F)c1	30	2	-0.1	-0.4

Next section; the last 3 above are carried over.
molecule	MITF primary	TEAD-YAP inh	FBW7 activator	GPR151 ag
CCOP(=S)(OCC)SCC(=O)NC(C)(CC)C(=O)O (stereo not drawn)	-2	0	-0.1	1.2
COCCCNC(=O)c1c(Cc2ccccc2C)n(Cc2ccccn2)c(C)cc1=O	-5	1	0.0	-0.3
Cc1[nH]c2ccccc2c1CCNCc1cccc(F)c1	30	2	-0.1	-0.4
CC(C)(C)c1cccc(C(C)(C)C)c1OP1OCC2(CO1)COP(Oc1c(C(C)(C)C)cccc1C(C)(C)C)OC2 (stereo not drawn)	8	3	-0.1	2.1
CC1(C)C(C(=O)N2CCC(C3(CCc4ccccc4)NC(=O)NC3=O)CC2)C1(C)C (stereo not drawn)	9	-5	0.0	-0.7
NC1=Nc2ccccc2Oc2ccccc21	13	-6	0.0	2.6
Cc1ccn2c(CN3CCNCC3)c(C)nc2c1	0	0	0.0	-0.3
COc1ccc(CN2CCN(C(=O)COc3ccc(Cl)cc3)CC2)cc1	58*	5	-0.1	0.1
Cc1nc2ccccc2c(=O)n1-c1cc(C(F)(F)F)ccc1Cl	0	12	0.1	-0.1
CCOc1ccc(OP2(=O)NC(=O)C=C(C)N2)cc1 (stereo not drawn)	-3	-2	-0.4	1.5
Cn1ccnc1C1(O)CC2CCC(C1)N2CC(=O)NCC1CCCO1 (stereo not drawn)	4	0	0.1	0.7
Cc1ccc(N2C(=O)NC(=O)/C(=C\c3cc(C)n(-c4ccc(C(=O)O)cc4)c3C)C2=O)cc1	7	-5	-0.4	0.0
O=C(Cn1cnc2sc3c(c2c1=O)CCCC3)NCCC(=O)N1CCC2(CC1)OCCO2	-9	-6	0.0	-0.2
Cc1c(Cl)cccc1-n1c(/C=C/c2ccccc2)nc2ccccc2c1=O	-11	-4	0.4	0.1
CCC(=O)N1CC(=O)Nc2ccc(C)cc2C1c1ccc(F)cc1 (stereo not drawn)	-10	-9	-0.1	0.0

More records follow.
molecule	MITF primary	TEAD-YAP inh	FBW7 activator	GPR151 ag
N#Cc1ccc(NC(=O)COC(=O)c2nc(Cl)ccc2Cl)cc1Cl	2	14	0.0	-1.1
COc1ccc(C2C(C#N)=C(N)Oc3c2c(=O)oc2ccccc32)cc1 (stereo not drawn)	13	7	0.1	-0.8
CC(=O)N1CCC2(CC1)OCc1cc(-c3cncc4ccccc34)ccc1O2	12	5	0.1	0.1
N#CC1=C2N=C(N)c3c(sc4c3CCCC4)N2C2=C(C(=O)CCC2)C1c1ccc(Cl)cc1Cl (stereo not drawn)	6	-3	-0.1	1.5
O=C1CCN(C(=O)CNC(=O)Cc2ccccc2)CC1	-7	-6	0.1	0.9
N#Cc1ccc(C(=O)CN2CCCC2)cc1	-1	-3	0.0	0.0
CC(=O)Nc1cccc(NC(=O)CN2C3CCC2CC(O)(c2nccn2C)C3)c1 (stereo not drawn)	-6	5	0.1	-0.2
Cc1cc(C)n2nc3c(c(C)cc(C)[n+]3-c3ccccc3)c2n1	16	33*	0.3	0.9
Cc1cccc(CN2CCN3C(=O)[C@H]([C@@H](C)O)NC(=O)[C@H]3C2)n1	-1	4	-0.1	-0.1
CN(C)CC(O)c1ccc2cc[nH]c2c1 (stereo not drawn)	0	-5	0.1	1.8
O=C(c1ccccc1)C1NC1c1ccc(Br)cc1 (stereo not drawn)	21	-9	1.7	-0.9
C=CCOC(=O)C1=C(C)OC(N)=C(C(=O)OCCCC)C12C(=O)N(C)c1ccccc12 (stereo not drawn)	-8	-2	0.1	0.5

Remaining list, next part:
molecule	MITF primary	TEAD-YAP inh	FBW7 activator	GPR151 ag
O=C(c1cccc([N+](=O)[O-])c1)C12CN3CN(CN(C3)C1)C2	2	1	0.0	-1.3
COc1cccc(CN2CCN(Cc3ccc(F)cc3)CC2)c1	72*	-18	-0.2	-1.1
C=CCn1c(O)c(C=NCCCOc2ccc(CC)cc2)c(=O)[nH]c1=S	-4	-3	-0.2	-0.9
CCOC(=O)c1c(CN2CCC(C(=O)OCC)(c3ccccc3)CC2)n(-c2ccccc2)c2cc(Br)c(OC)cc12	-3	-4	-0.1	1.0
CC12NC(Cc3ccccc31)c1ccccc12 (stereo not drawn)	29	11	0.5	-0.1
CCOC(=O)C1=C(N)Oc2c(c(C)nn2-c2ccccc2)C12C(=O)N(C)c1ccccc12 (stereo not drawn)	6	9	-0.2	-0.1
CCOC(=O)C1C2NC(=S)N(c3cccc(Cl)c3)C1(C)Oc1ccc(OC)cc12 (stereo not drawn)	20	-10	-0.8	1.1
COC(=O)C1=C(C)OC(N)=C(C(=O)OC(C)(C)C)C12C(=O)Nc1ccccc12 (stereo not drawn)	-21	-9	0.2	0.2
O=[N+]([O-])c1cc(CN2CCN(c3ccccc3F)CC2)ccc1O	4	3	0.2	-0.4
CN1CCN(Cn2nnc3ccccc32)CC1	10	6	0.9	-1.1
Ic1nn[nH]n1	6	-7	-0.2	-0.8
CCN1CCN(Cc2cc(C)ccc2C)CC1	-10	0	-0.1	0.8

Individual results from the entries so far.
CC12NC(Cc3ccccc31)c1ccccc12 (stereo not drawn) | MITF primary = 29
O=[N+]([O-])c1cc(CN2CCN(c3ccccc3F)CC2)ccc1O | FBW7 activator = 0.2
CCOC(=O)C1=C(N)Oc2c(c(C)nn2-c2ccccc2)C12C(=O)N(C)c1ccccc12 (stereo not drawn) | FBW7 activator = -0.2

(list continues)
molecule	MITF primary	TEAD-YAP inh	FBW7 activator	GPR151 ag
O=C(Nc1cccc(F)c1)N1CC2CC(C1)c1cccc(=O)n1C2 (stereo not drawn)	2	1	0.7	-0.2
O=C1NC(=O)N(Cc2ccc(F)cc2)C(=O)/C1=C\c1ccc([N+](=O)[O-])s1	0	15	-0.6	-0.9
CCn1cc(C(=O)N2CC3CC(C2)c2cccc(=O)n2C3)c(=O)c2ccc(C)nc21 (stereo not drawn)	6	-3	0.0	0.6
O=C(CN1C(=O)CCSc2ccccc21)N1CCC2(CC1)OCCO2	6	-3	0.2	-0.9
CCOC(=O)CN1C(=O)C2(C(C(=O)OC)=C(C)OC(N)=C2C(=O)OCC)c2ccccc21 (stereo not drawn)	16	8	0.5	1.4
O=C1CSC(c2ccc(F)cc2)c2c(n(C3CCCC3)[nH]c2=O)N1 (stereo not drawn)	-18	1	0.3	0.7
CCN1CCN(Cc2csc(C)c2C)CC1	4	2	0.1	-0.7
COc1cc(/C=C(\C)[N+](=O)[O-])cc(Br)c1O	8	12	0.2	0.1
CCOc1cc(CN2CCN(Cc3ccccc3)CC2)ccc1O	56*	1	0.5	3.6
C=CCc1ccccc1OCCOc1ccc(C=C2C(=O)NC(=O)NC2=O)cc1OC	-5	-8	-0.7	0.1
O=C(Nc1ccncc1)C(=O)c1cn(Cc2ccc(Cl)cc2)c2ccccc12	8	45*	0.1	-0.8
CCCCn1c(O)c(/C=C2\C=CC=N2)c(=O)[nH]c1=O	16	7	-0.1	1.7

Whole records, quoted from the list. Screens in order: MITF primary, TEAD-YAP inh, FBW7 activator, GPR151 ag
O=C1NC(=O)N(Cc2ccc(F)cc2)C(=O)/C1=C\c1ccc([N+](=O)[O-])s1 is entered as 0, 15, -0.6, -0.9
CCOc1cc(CN2CCN(Cc3ccccc3)CC2)ccc1O is entered as 56*, 1, 0.5, 3.6
O=C(CN1C(=O)CCSc2ccccc21)N1CCC2(CC1)OCCO2 is entered as 6, -3, 0.2, -0.9

(listing goes on)
molecule	MITF primary	TEAD-YAP inh	FBW7 activator	GPR151 ag
O=C1CCCC2C3CC(CN12)[C@@H]1CCCCN1C3 (stereo partly drawn)	-4	-8	0.1	2.8
CCCCCCCC/C=C\CCCCCCCC(=O)Nc1ccccc1	1	/	/	-1.0
CCCCC(CC)Cn1c(C)c(C(=O)OCC)c2cc(O)ccc21 (stereo not drawn)	-7	-2	-0.2	-0.1
NC(N)=NCCCCCCCCCCN=C(N)N	1	/	0.0	-0.1
N=C1c2ccccc2CN1CCCN1CCOCC1	4	7	-0.1	1.3
COc1ccc2[nH]cc(CCN=C(N)N=C(N)N)c2c1	20	0	0.2	-0.6
CCCC[C@@H](C)[C@@H](OC(=O)C[C@@H](CC(=O)O)C(=O)O)[C@H](C[C@@H](C)CCCCCC[C@@H](O)C[C@H](O)[C@H](C)N)OC(=O)C[C@@H](CC(=O)O)C(=O)O	-3	0	-0.1	3.2
CCOC(=O)c1c(C)n(Cc2ccccc2)c2cc(Br)c(O)cc12	-11	-8	0.2	1.8
CCCC(=O)c1cc(F)c(N2CCN(C)CC2)cc1C	17	-10	1.0	-1.8
COc1ccc(N2C(=O)/C(=C\c3ccoc3)C(=O)NC2=S)cc1	39	8	-0.1	-0.1
CCC(N)C(=O)c1ccc(Br)cc1 (stereo not drawn)	-3	4	0.1	0.1
O=C(C1CC(c2ccc(F)cc2)=NO1)N1CCC2(CC1)OCCO2 (stereo not drawn)	13	-44	0.2	-0.3

Reprinted from the part before: two entries; new compounds follow.
molecule	MITF primary	TEAD-YAP inh	FBW7 activator	GPR151 ag
CCC(N)C(=O)c1ccc(Br)cc1 (stereo not drawn)	-3	4	0.1	0.1
O=C(C1CC(c2ccc(F)cc2)=NO1)N1CCC2(CC1)OCCO2 (stereo not drawn)	13	-44	0.2	-0.3
CCCC(=O)N1c2ccc(C)cc2C2CN(C)CCC21 (stereo not drawn)	-1	-5	-0.1	1.1
CC1CCN2C(=O)c3ccccc3C(C(=O)O)C2C1 (stereo not drawn)	-1	3	0.0	0.6
c1ccc(C2CNCc3ccccc32)cc1 (stereo not drawn)	15	/	0.1	3.5
CCC1(CC)C(=O)NC(=S)N(C)C1=O	-15	5	-0.2	-1.1
Cc1nc2cc(C(=O)N3CCC4(CC3)OCCO4)ccc2n1-c1ccc(Br)cc1	10	13	-0.1	0.4
Cc1cc(Cl)ccc1-n1c(/C=C\c2ccc(F)cc2)nc2ccccc2c1=O	-15	-2	0.1	0.8
CCOC(=O)c1c(CN2CCC(C(=O)OCC)(c3ccccc3)CC2)n(Cc2ccccc2)c2cc(Br)c(O)cc12	0	0	0.0	0.1
O=[N+]([O-])c1ccc(N2CCCCCC2)c2ncccc12	13	-3	-0.2	3.2
CCN1CCN(c2ccc3nsnc3c2[N+](=O)[O-])CC1	-14	9	-0.1	-0.4
CCOc1ccc2nc(N=Nc3c(O)[nH]c(=S)[nH]c3=O)sc2c1	11	-5	0.0	0.9
O=C(Nc1ccc(Br)cc1C(=O)c1ccccc1)c1cc2cc([N+](=O)[O-])ccc2s1	-5	-1	-0.2	1.4
CC(N)Cc1c[nH]c2ccc(F)cc12 (stereo not drawn)	-4	-3	-0.1	1.8

Next entries:
molecule	MITF primary	TEAD-YAP inh	FBW7 activator	GPR151 ag
CC(=O)N1CCc2cc(Br)cc(S(=O)(=O)N3CC4CC(C3)c3cccc(=O)n3C4)c21 (stereo not drawn)	8	17	-0.1	-0.2
CC1CN=C(Nc2cc([N+](=O)[O-])ccc2Cl)S1 (stereo not drawn)	13	3	0.2	1.1
CC(Cc1cccnc1)NC1CCN(c2ccc(CC(=O)N3CCC(O)CC3)cc2)CC1 (stereo not drawn)	-5	1	-0.2	-0.3
Oc1ccccc1C1N(O)C2CCCCC2N1O (stereo not drawn)	-10	6	0.0	1.7
O=c1c2ccccc2nc(C(F)(F)F)n1-c1ccccc1	6	-2	0.0	-0.5
CCOC(=O)c1nc2ccccc2c(=O)n1-c1ccc(C(F)(F)F)cc1	7	-4	0.0	-1.1
O=C1NC(=O)C(=Cc2cn(Cc3ccc([N+](=O)[O-])cc3)c3ccccc23)C(=O)N1	19	-2	-0.1	3.7
O=c1c2ccc(Cl)cc2[nH]c(=S)n1-c1cccnc1	-13	10	0.0	1.6
O=C1CC(N2CCC(n3c(=O)[nH]c4ccccc43)CC2)C(=O)N1c1ccc(F)cc1 (stereo not drawn)	11	8	-0.1	0.5
O=C1C(=O)c2ccccc2-c2ccccc21	16	99*	-0.9	1.2
COc1ccc(CNCCc2ccc(Cl)cc2)cc1OC	29	16	0.2	0.3
Cc1ccc(C(=O)NC(N)C(Cl)Cl)cc1 (stereo not drawn)	-17	1	0.2	0.1
CCOC(=O)C1CN1Cc1cccnc1 (stereo not drawn)	-8	2	-0.1	0.0
